Bioassay records (PubChem BioAssay)
Epigenetic derep = Quantitative High-Throughput Screen for Regulators of Epigenetic Control. murine LDR cells, GFP reporter derepression, 30 h. 280,000 compounds, 0.2% hits. Potency, µM (series often up to 53.9 µM), for the others: top-dose GFP activation, usual class: activators; also: potency is read from the fitted curve at half-maximal effect; % of control where 0% means no effect; nearly all actives have a fitted effect of over 60% in size
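Readout is the number of GFP-expressing murine LDR cells, counted by cytometry following washing. Cells were treated with compound for 30 h at 37 C; the stably integrated CMV-GFP locus is normally silent.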
NPSR antagonist = qHTS Assay for Antagonists of the Neuropeptide S Receptor: cAMP Signal Transduction; Q6W5P4; CHO-NPSR cells, cAMP TR-FRET, antagonist mode; Potency, µM (doses to about 38.3 µM), for inactives: at the highest dose activity change, negative = inhibition, actives largely listed as inhibitors; 220,000 compounds, 1% hits; AID 1461, 2008; also: potency is read from the fitted curve at half-maximal effect; % is scaled to controls: 0 for no effect and ±100 for the full control effect; nearly all actives have a fitted effect of over 50% in size; many of its hits are not listed in these tables
Target sequence (Q6W5P4 whole entry, looked up): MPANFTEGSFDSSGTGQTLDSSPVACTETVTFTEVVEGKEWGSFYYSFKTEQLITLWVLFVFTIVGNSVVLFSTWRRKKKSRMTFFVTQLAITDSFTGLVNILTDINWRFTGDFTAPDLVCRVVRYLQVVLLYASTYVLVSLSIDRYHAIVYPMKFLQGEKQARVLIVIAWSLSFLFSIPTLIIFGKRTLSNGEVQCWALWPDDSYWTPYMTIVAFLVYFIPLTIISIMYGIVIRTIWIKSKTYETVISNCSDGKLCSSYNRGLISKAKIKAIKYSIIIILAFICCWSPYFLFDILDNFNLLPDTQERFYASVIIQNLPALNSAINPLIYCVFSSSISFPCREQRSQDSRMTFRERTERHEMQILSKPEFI
CBFb RUNX1 block = qHTS Assay for Compounds Blocking the Interaction Between CBF-beta and RUNX1 for the Treatment of Acute Myeloid Leukemia; Runt-related transcription factor 1 (Homo sapiens) + Core-binding factor subunit beta …; AlphaScreen CBFb-His/RUNX1-biotin binding, biochemical; Potency, µM (highest dose often 59.8 µM), without a hit: at the top dose activity, negative = inhibition, hits mostly inhibitors; 230,000 tested, under 10 active; AID 1477, 2009; also: % of control where 0% means no effect
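Room-temperature protein-protein interaction test with 30 nM each of His-tagged CBF-beta and biotinylated RUNX1, 15 min with compound, then 90 min with nickel plus streptavidin beads. Signal read in AlphaScreen mode.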
TRb-SRC2 inh = qHTS for Inhibitors of the Interaction of Thyroid Hormone Receptor and Steroid Receptor Coregulator 2. Thyroid hormone receptor beta (Homo sapiens), P10828. TRbeta-SRC2 peptide binding, fluorescence polarization; receptor liganded with 1 µM T3. Potency, µM (top dose mostly 106 µM), for inactives: at the top dose activity change, negative = inhibition, most hits filed as inhibitors. 280,000 compounds, 0.065% hits. AID 1469, 2008;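 also: potency is read from the fitted curve at half-maximal effect; plate controls were bound peptide for no effect and peptide without receptor for full effect; nearly all actives have a fitted effect of over 50% in size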
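Fluorescence polarization of 20 nM Texas Red SRC2 peptide with 0.6 uM human TRb ligand-binding domain, in Tris buffer with 1uM T3 and 5% DMSO. Incubated 5 hr ambient; normalized to unbound and bound controls.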
Tau fluor counter = Counterscreen qHTS for Inhibitors of Tau Fibril Formation, Fluorescence Polarization | 280,000 compounds, 0.93% hits | Potency, µM (highest dose often 57.7 µM), for the others: at the highest dose activity change, negative = decrease | tau K18 P301L (four-repeat tau fragment) Alexa594 fluorescence, heparin fibrillization; also: potency is read from the fitted curve at half-maximal effect; % is scaled to controls: 0 for no effect and ±100 for the full control effect; nearly all actives have a fitted effect of over 55% in size
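Human K18 P301L tau (15 uM unlabeled plus 0.24 uM Alexa 594-labeled, final) in 100 mM sodium acetate pH 7 was mixed with compound and 20 uM heparin and incubated 6 hr at 37 C.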
TR SRC2 fluor cs = Total Fluorescence Counterscreen for Inhibitors of the Interaction of Thyroid Hormone Receptor and Steroid Receptor Coregulator 2; TRb/SRC2 Texas Red total fluorescence interference; Potency, µM (doses to about 106 µM), for the others: at the highest dose fluorescence change, negative = quenching; 280,000 compounds, 0.29% hits; AID 1479, 2009; active = well fitted curve in either direction with a large enough effect; inconclusive = small, poorly fitted or top-dose-only effect; also: potency is read from the fitted curve at half-maximal effect; % is scaled to controls: 0 for no effect and ±100 for the full control effect
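Flags fluorescent or light-absorbing compounds by total fluorescence, S + 2P, at 555 nm excitation and 632 nm emission. Mixture: 20 nM Texas Red SRC2 peptide, 0.6 uM human TRb LBD, 1 uM T3, 5% DMSO; compound exposure 5 h at ambient temperature.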
GLA spleen mod = qHTS Assay for Inhibitors and Activators of Human alpha-Galactosidase From Spleen Homogenate. Alpha-galactosidase A (Homo sapiens), P06280. human spleen homogenate, 4MU-alpha-Gal fluorescence, 40 min. Potency, µM (top dose mostly 80 µM), for inactives: at the top dose activity change, negative = inhibition, actives largely listed as inhibitors. 240,000 compounds, 0.008% hits. AID 2107, 2009;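 also: potency is read from the fitted curve at half-maximal effect; 0% = enzyme with vehicle and -100% = no enzyme basal signal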
Target sequence (P06280 32-429 limits assumed): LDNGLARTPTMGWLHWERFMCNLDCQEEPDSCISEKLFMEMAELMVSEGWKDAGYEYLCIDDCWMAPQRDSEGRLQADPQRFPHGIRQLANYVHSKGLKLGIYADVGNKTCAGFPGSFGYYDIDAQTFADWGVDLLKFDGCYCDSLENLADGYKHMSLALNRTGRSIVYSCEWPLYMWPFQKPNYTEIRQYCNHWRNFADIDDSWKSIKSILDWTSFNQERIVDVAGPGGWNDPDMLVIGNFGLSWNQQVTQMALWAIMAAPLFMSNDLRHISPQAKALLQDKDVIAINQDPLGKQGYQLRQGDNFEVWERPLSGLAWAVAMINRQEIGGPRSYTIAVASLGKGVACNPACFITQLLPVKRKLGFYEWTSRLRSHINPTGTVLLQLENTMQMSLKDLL
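qHTS titration in buffer at pH 5.0. Alpha-galactosidase activity in spleen homogenate was measured via 4-methylumbelliferone release from 1 mM fluorogenic substrate after 40 min at 37C and a pH 10 stop. AC50 came from Hill fits of control-normalized data.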
Tau FP inhib = qHTS for Inhibitors of Tau Fibril Formation, Fluorescence Polarization; 280,000 compounds, 0.39% hits; Microtubule-associated protein tau (Homo sapiens), P10636; AID 1468, 2008; Potency, µM (series often up to 57.7 µM), for the others: top-dose activity, negative = inhibition, actives largely listed as inhibitors; K18 P301L tau heparin fibrillization, Alexa594 FP, 6 h; also: potency is read from the fitted curve at half-maximal effect; % is scaled to controls: 0 for no effect and ±100 for the full control effect; nearly all actives have a fitted effect of over 55% in size
Target sequence (P10636 561-689 P618L limits assumed): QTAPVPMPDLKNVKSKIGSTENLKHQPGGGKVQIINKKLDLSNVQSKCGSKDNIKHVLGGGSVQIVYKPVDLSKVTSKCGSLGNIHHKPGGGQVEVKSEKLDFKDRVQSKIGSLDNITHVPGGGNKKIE
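Human tau K18 […] P301L fragment, 15 uM unlabeled plus 0.24 uM Alexa 594-labeled tau (final), with compound and 20 uM heparin in 100 mM sodium acetate pH 7; 6 hr at 37 C, then Alexa 594 FP read.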
* hit, by the source's call; u = inconclusive; x = no result given; & = joins results of further samples; [ ] = another dose, or the depositor's remark. Unless noted, calls follow the shape of the dose curve; as a rule, active = well fitted curve in the direction sought with a large enough effect; inconclusive = small, poorly fitted or top-dose-only effect, or another doubt; inactive = no such curve, though single readings can be large; an effect the other way counts as inactive or inconclusive.

Values run as follows: Epigenetic derep, NPSR antagonist, CBFb RUNX1 block, TRb-SRC2 inh, Tau fluor counter, TR SRC2 fluor cs, GLA spleen mod, Tau FP inhib
COc1ccc(NC(=O)CCc2nc3ccccc3s2)c(OC)c1
    0.0%, -2%, -5%, 0%, -12%, -3%, -2%, 7%
Cc1ccc(Cl)cc1N1CCN(C(=O)C2CCCN(S(=O)(=O)c3ccc(Br)s3)C2)CC1 (stereo unspecified)
    -0.7%, x, x, 5%, -12%, 0%, x, -7%
c1ccc2c(c1)OCC(c1nn3cnnc3s1)O2 (stereo unspecified)
    -1.1%, -13%[46.1 µM], 4%, 2%, -5%, -6%, 1%, -4%
CN1CCN(C(=O)c2ccc(CSc3ccc(Cl)cc3)cc2)CC1
    0.0%, 20%, -3%, 0%, -3%, -1%, 0%, 5%
Nc1cc(C(F)(F)F)ccc1Nc1ccccc1
    0.3%, 0%, -4%, -4%, u, -1%, 0%, u
O=C(NC12CC3CC(CC(C3)C1)C2)N1CCN(S(=O)(=O)c2ccc(Cl)cc2)CC1
    0.2%, u, 11%, -1%, -5%, -1%, -15%, 1%
CCc1nc(-c2cc(S(=O)(=O)N3CCN(c4ccc(F)cc4)CC3)ccc2OC)no1
    -3.2%, x, x, 7%, -19%, -1%, x, 9%
CCNc1c(NC(=O)c2cc(OCC)c(OCC)c(OCC)c2)c(=O)oc2ccccc12
    1.9%, x, x, -2%, -8%, -2%, x, -8%
CCN(CC)S(=O)(=O)c1cccc(-c2nnc(SCC#N)n2Cc2ccccc2)c1
    -5.8%, -24%[46.1 µM], 14%, -8%, -6%, 3%, 2%, 10%
CCCCn1c(SCC(=O)NC(=O)NCc2ccco2)nc2cc(S(N)(=O)=O)ccc21
    -4.1%, -5%[46.1 µM], -28%, -11%, -3%, 0%, 7%, 2%
Cc1ccc(CNC(=O)Cn2cc(C(=O)c3ccc(F)cc3)c(=O)c3ccc(C)nc32)cc1
    -1.3%, x, x, 3%, -2%, -4%, x, -5%
CCOC(=O)CNC(=O)c1ccc2[nH]c3c(c2c1)CCCC3
    -1.0%, -4%[46.1 µM], -1%, 0%, -10%, 0%, -9%, 2%
COc1ccccc1CNC(=O)CCc1c(C)c2cc3c(C)c(C)oc3cc2oc1=O
    1.7%, x, x, 0%, 17%, 0%, x, 11%
CCOc1ccc(C(=O)Cn2c(=O)n3nc(CCn4nc(C)cc4C)nc3c3cc(OC)c(OC)cc32)cc1
    -1.1%, x, x, -25%, 2%, u, x, 1%
Cc1ccc(C)c(OCc2nc(-c3cccnc3)no2)c1
    -1.0%, -12%[46.1 µM], 9%, 2%, -20%, -3%, 17%, -13%
COc1cc2cc(CN(CCc3cccc(C)c3)C(=S)NCCCN3CCOCC3)c(=O)[nH]c2cc1OC
    0.2%, 44%, -10%, 6%, -22%, -1%, 15%, -4%
Cn1ccnc1SCC(=O)Nc1nc2ccccc2s1
    0.1%, 8%, -7%, -6%, -5%, 0%, -3%, -1%
O=C(NC(=S)NC(=O)c1ccccc1F)c1ccccc1F
    0.0%, 11%, 1%, 6%, -15%, -11%, 13%, u
O=C(/C=C/c1ccccc1)N1CCC(c2ccccc2)C1 (stereo unspecified)
    -1.5%, -8%, 14%, -4%, -5%, 1%, 1%, 0%
Cc1ccc(Cn2c(Cc3ccccc3)nc3ccccc32)cc1
    2.4%&0.0%, -26%[46.1 µM], 7%, 12%&6%, -17%&-9%, -4%&4%, 1%, -3%&-2%

The closing 6 records of the part above come first, to join the parts:
Values run as follows: Epigenetic derep, NPSR antagonist, CBFb RUNX1 block, TRb-SRC2 inh, Tau fluor counter, TR SRC2 fluor cs, GLA spleen mod, Tau FP inhib
Cc1ccc(C)c(OCc2nc(-c3cccnc3)no2)c1
    -1.0%, -12%[46.1 µM], 9%, 2%, -20%, -3%, 17%, -13%
COc1cc2cc(CN(CCc3cccc(C)c3)C(=S)NCCCN3CCOCC3)c(=O)[nH]c2cc1OC
    0.2%, 44%, -10%, 6%, -22%, -1%, 15%, -4%
Cn1ccnc1SCC(=O)Nc1nc2ccccc2s1
    0.1%, 8%, -7%, -6%, -5%, 0%, -3%, -1%
O=C(NC(=S)NC(=O)c1ccccc1F)c1ccccc1F
    0.0%, 11%, 1%, 6%, -15%, -11%, 13%, u
O=C(/C=C/c1ccccc1)N1CCC(c2ccccc2)C1 (stereo unspecified)
    -1.5%, -8%, 14%, -4%, -5%, 1%, 1%, 0%
Cc1ccc(Cn2c(Cc3ccccc3)nc3ccccc32)cc1
    2.4%&0.0%, -26%[46.1 µM], 7%, 12%&6%, -17%&-9%, -4%&4%, 1%, -3%&-2%
O=C(COC(=O)CCCSc1nc2ccccc2[nH]1)Nc1ccc(Oc2ccccc2)cc1
    -0.9%, -9%[46.1 µM], -5%, -3%, u, -8%, 2%, 16µM*
COc1cc2c3nnc(-c4ccccc4)c-3cn(Cc3ccc(F)cc3)c2cc1OC
    u, u, 1%, 2%, -21%, 1%, 0%, -10%
N#Cc1nc(Cc2ccccc2)oc1N1CCN(c2cccc(Cl)c2)CC1
    -0.2%, u, -7%, -5%, -21%, -2%, 0%, -8%
CCO[C@H]1OC(C(=O)N2CCN(Cc3ccccc3)CC2)=C[C@@H](c2coc3ccccc3c2=O)[C@@H]1CCCO
    1.2%, -2%, 2%, -8%, 0%, -2%, 1%, 11%
COc1ccc2c(c1)c(C(=O)N/N=C/c1cccc(Br)c1)c(C)n2C
    0.0%, -39%, -6%, -4%, -19%, 4%, -10%, 8%
Cc1cc(=O)[nH]c(N/N=C/c2ccc(Br)s2)n1
    0.0%, -25%, -8%, 7%, -5%, 4%, -9%, 3%
CCOCCCn1c(=NC(=O)c2cccs2)c(C#N)cc2c(=O)n3cccc(C)c3nc21
    4.3%, -36%, 2%, -4%, -7%, -2%, u, -14%
O=C1CCCc2c1[nH]c1ccc(CN3CCCCC3)cc21
    0.1%, -8%[46.1 µM], -2%, -7%, 1%, -2%, -2%, 4%
CCCCn1c(SC(C)C(=O)c2ccc(OC)cc2)nc2cc(S(N)(=O)=O)ccc21 (stereo unspecified)
    1.7%, u, -2%, 2%, -17%, -5%, 7%, 6%
O=C(CN1C(=O)NC2(CCCC2)C1=O)N1CCN(S(=O)(=O)c2ccc(Cl)cc2)CC1
    -4.3%, 5%, 6%, -4%, 3%, 0%, 5%, -5%
Cc1nc2scc(-c3ccc(C(C)(C)C)cc3)c2c(=O)n1N
    -0.1%, -33%, 4%, 5%, 0%, 1%, -11%, 4%
CCOC(=O)Cn1c(=O)c2c(nc3n2CCN3c2ccc(C)cc2)n(C)c1=O
    0.0%, 1%[46.1 µM], 3%, -1%, -16%, -4%, -4%, 6%
O=C(O)c1ccc(NS(=O)(=O)c2ccc3c(c2)C(=O)c2ccccc2C3=O)cc1
    1.1%, -16%, -1%, -4%, -25%, -13%, 8%, 6%
CCn1nnc(NC(=O)c2ccc(C(C)(C)C)cc2)n1
    0.0%, -12%[46.1 µM], 1%, -25%, -1%, 2%, -15%, -4%
COc1ccccc1N1C(=O)C2C(c3ccc(F)cc3)NN(C(=O)c3ccc(C)cc3)C2C1=O (stereo unspecified)
    -5.1%, 1%, 3%, 3%, 0%, -1%, 3%, -1%
CCOC(=O)c1sc(NC(=O)COC(=O)c2ccco2)nc1C
    0.0%, 4%[46.1 µM], 0%, 0%, -9%, -3%, 5%, 7%
O=C(NN1CCOCC1)c1cc(-c2ccc(Br)cc2)nc2ccccc12
    -2.5%, 6%, -4%, -6%, 1%, 0%, 3%, 4%
CS/C(=N\N(C)C(N)=O)c1ccccc1
    -1.6%, 9%, 7%, 6%, 9%, 0%, 10%, -1%
CCCn1c(N)c(C(=O)CSc2nnnn2-c2ccc(O)cc2)c(=O)n(C)c1=O
    -6.3%, -19%[46.1 µM], 2%, -9%, -5%, 2%, -18%, 2%
COC(=O)CC1C(=O)NCCN1C(=S)Nc1ccc(F)cc1 (stereo unspecified)
    1.1%, -15%, 3%, 5%, -9%, -4%, 0%, 5%

Laid out differently: results already given
smiles,Epigenetic derep,NPSR antagonist,CBFb RUNX1 block,TRb-SRC2 inh,Tau fluor counter,TR SRC2 fluor cs,GLA spleen mod,Tau FP inhib
O=C(CN1C(=O)NC2(CCCC2)C1=O)N1CCN(S(=O)(=O)c2ccc(Cl)cc2)CC1,-4.3%,5%,6%,-4%,3%,0%,5%,-5%
COC(=O)CC1C(=O)NCCN1C(=S)Nc1ccc(F)cc1 (stereo unspecified),1.1%,-15%,3%,5%,-9%,-4%,0%,5%

New compounds follow.
Values run as follows: Epigenetic derep, NPSR antagonist, CBFb RUNX1 block, TRb-SRC2 inh, Tau fluor counter, TR SRC2 fluor cs, GLA spleen mod, Tau FP inhib
Cc1cc(Oc2ccc(C)c(Cl)c2)nc(SCC(=O)c2ccccc2)n1
    0.0%, -25%, 0%, -5%, -13%, -2%, 4%, -5%
CC(NC(=O)CCNS(=O)(=O)c1cccc2nsnc12)c1ccccc1 (stereo unspecified)
    2.3%, x, x, -4%, -15%, 1%, x, -3%
CC(NC(=O)COC(=O)c1ccc2c(c1)OCO2)c1ccccc1 (stereo unspecified)
    2.5%, 1%, -13%, -4%, -8%, -3%, -9%, -7%
O=C(Nc1cccc(-c2cn3cccnc3n2)c1)c1ccc(Br)o1
    0.0%, -7%[46.1 µM], 15%, -20%, -12%, -3%, u, -11%
c1ccc(-c2ccccc2OCCCN2CCCCCC2)cc1
    1.1%, -37%, 4%, 3%, -8%, -3%, 0%, -1%

Some of the compounds tested; the hit share may differ from the screen's.
